Source: PubChem (several laboratories)
HSF1 inhib – HSF1 inhibition; 300,000 compounds, 0.77% hits; activity change, negative = inhibition, % at 7.5 µM (by protocol); NIH3T3-HGL HSE-luciferase, MG132-induced, luminescence 8 h; active compounds read low; AID 2098;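 active = more than half of replicate wells show activity change below -50%, luminescence cut by over half; inconclusive = some wells, but at most half, below -50%; inactive = no replicate well below -50%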;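 also: luciferase reports HSF-1 transcriptional activity via heat shock element; 0% = median of DMSO wells and -100% = zero luminescence signal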
KLF5 inh – kruppel-like factor 5 inhibition. 290,000 compounds, 0.23% hits. DLD-1 KLF5 promoter-luciferase reporter, luminescence. inhibition, % at 5 µM. AID 1700;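 active = inhibition above a per-plate limit of that plate's mean compound inhibition plus 3 SD, cut at about 60% in these data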;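 also: 0% = DMSO wells and 100% = LY294002 at 200 µM; higher means less KLF5 promoter-driven luciferase light; inactives centre near -14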
IEC-6 cytotox – kills IEC-6 intestinal cells in KLF5 counter-screen | inhibition, % at 5 µM | IEC-6 cytotoxicity, luminescence viability | 290,000 compounds, 0.78% hits | AID 1825; in the data active = inhibition above about 22%;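 also: 0% = plate median of test compound wells and 100% = cytotoxic reference compound wells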
HSF-1 act – increases HSF-1 driven luciferase reporter signal | AID 504408 | 300,000 compounds, 1.7% hits | NIH3T3-HGL HSF-1 luciferase reporter, MG132, 8 h; 100% = twice DMSO control signal | activation, % at 9 µM;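 active = mean replicate activation of at least 50% with a set share of replicates each reaching 50%; inconclusive = only one of those two conditions met; inactive = mean below 50% and too few replicates reaching it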;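 also: 0% = median of the neutral control wells and 100% = twice that signal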
HIF activator – HIF pathway transcriptional activation; U2OS HRE-luciferase reporter, luminescence; normalized: DMSO 0%, desferrioxamine 100%; activation, % at 7.5 µM (by protocol); 300,000 compounds, 0.32% hits; AID 1910;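 active = mean activation of at least 10% of the iron chelator positive control signal, with at least half of replicates also reaching 10%; inconclusive = mean and replicate majority disagree about reaching 10%; inactive = mean and most replicates under 10%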
Platelet DG rel – platelet dense granule release activity | human platelet-rich plasma, SFLLRN dense granule ATP release, luminescence | inhibition, %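 (compounds screened at 7.5 µM in platelet-rich plasma)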 | 300,000 compounds, 0.22% hits | AID 1663;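 active = mean replicate score, as percent of positive control, at or above 50; inconclusive = mean below 50 but at least one replicate at or above 50; inactive = mean and every replicate below 50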
HSP90 refold inh – inhibitors of HSP90 luciferase refolding in rabbit reticulocyte lysate. luciferase refolding luminescence, 3 h. inhibition, % at 5.6 µM. 290,000 compounds, 0.91% hits;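 active = inhibition above the screen-wide mean plus 3 SD, computed separately per campaign, cut at about 16% in these data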;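 also: 0% = DMSO wells and 100% = 60 µM geldanamycin wells; inhibitors lower the luminescence because luciferase stays unfolded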
HDAC3 inhib – human HDAC3 inhibition | 320,000 compounds, 0.15% hits | O15379 | recombinant HDAC3, fluorogenic peptide/trypsin coupled, fluorescence | inhibition, % at 8.3 µM; in the data active = inhibition above about 26%, passing the limit was not always enough; inconclusive = no clear call, values can overlap the other calls
Target sequence (O15379 whole entry, looked up): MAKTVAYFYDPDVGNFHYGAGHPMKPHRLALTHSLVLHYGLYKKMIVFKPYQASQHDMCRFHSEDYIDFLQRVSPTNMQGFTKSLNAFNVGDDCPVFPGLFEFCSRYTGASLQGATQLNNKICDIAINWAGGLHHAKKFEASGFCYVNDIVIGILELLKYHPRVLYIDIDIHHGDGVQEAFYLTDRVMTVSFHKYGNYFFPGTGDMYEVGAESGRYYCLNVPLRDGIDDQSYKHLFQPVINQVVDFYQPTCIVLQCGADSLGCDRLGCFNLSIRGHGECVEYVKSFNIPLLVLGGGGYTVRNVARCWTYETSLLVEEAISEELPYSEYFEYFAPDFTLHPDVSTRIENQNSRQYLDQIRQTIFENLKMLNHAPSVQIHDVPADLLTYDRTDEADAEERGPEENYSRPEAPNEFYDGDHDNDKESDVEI
AI-2 QS mod – Vibrio harveyi AI-2 quorum sensing modulation | 300,000 compounds, 0.4% hits | AID 2094 | Vibrio harveyi JMH597 AI-2 luminescence/OD600 ratio, 9 h; active compounds read low; strain lacks LuxN and CqsS sensors; 0 = neutral-control median | activity change, % at 7.5 µM; in the data active = activity change below about -75%, passing the limit was not always enough; inconclusive = no clear call, values can overlap the other calls;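 also: luminescence divided by OD600 gain over 9 h not by final OD600 alone; inactives centre near 13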
aSyn 5UTR inh – 5' untranslated region of α-synuclein, MLPCN primary screen. 300,000 compounds, 0.82% hits. AID 1813. inhibition, % (tested at 7.5 µM). alpha-synuclein 5'UTR reporter, inhibitor activity; in the data active = inhibition above about 60%; inconclusive = no clear call, values can overlap the other calls;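 also: H4 neuroglioblastoma cells stably carrying SNCA 5'UTR luciferase fusion; 0% = DMSO wells and 100% = positive control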
* hit, by the source's call; ? = inconclusive; . = no result given.

no.	SMILES	HSF1 inhib	KLF5 inh	IEC-6 cytotox	HSF-1 act	HIF activator	Platelet DG rel	HSP90 refold inh	HDAC3 inhib	AI-2 QS mod	aSyn 5UTR inh
1	Cc1ccc(N(CC(=O)NC(C)C)C(=O)CCC(=O)Nc2nccs2)cc1C	1	-16	-4	1	-0.2	7	-2	4	10	3
2	CCc1ccccc1NS(=O)(=O)c1cccc2nsnc12	-5	-19	5	-18	0.6	7	3	2	-14	20
3	CCOc1ccc(NC(=O)CN2CCN(CC(=O)Nc3ccc(C(=O)OC)cc3)CC2)cc1	0	-31	-6	-21	-0.2	-15	0	1	7	9
4	Cc1ccc(N2C(=O)C3CC3C2=O)cc1 (stereo not drawn)	-5	-40	-6	-7	-0.1	0	-1	-1	15	0
5	Cn1cc(-c2nc3ccccc3[nH]2)c2ccccc21	9	-77	7	30	3.3	-1	2	-38	9	-124
6	COc1ccccc1-n1ccnc1SCC(=O)NC(C)(C)C	-2	-11	3	6	0.4	15	-1	8	.	12
7	Cc1ccc(C(CNC(=O)c2ccco2)N2CCN(C)CC2)cc1 (stereo not drawn)	-4	.	.	9	0.7	16	.	1	24	-10
8	O=C(C1CC1)N1CCN(c2ccc([N+](=O)[O-])cc2-n2cccc2)CC1	-3	-13	6	15	3.3	-7	-4	2	14	-21
9	Cc1cccc(OCCC(=O)Nc2ccc(F)c(Cl)c2)c1	-10	-10	10	-4	-0.2	3	2	4	-86*	26
10	CC(C)c1ccccc1NC(=O)c1ccc(CN(c2ccccc2)S(=O)(=O)c2ccccc2)cc1	-1	-29	2	-10	-0.9	-38	0	-1	14	35
11	Cc1cc(C)nc(NNC2=CC(=O)CC(C)(C)C2)n1	3	-33	-2	-9	0.1	-1	-3	0	34	16
12	COC(=O)c1ccc(NC(=O)c2cn(-c3ccccc3)nc2-c2ccncc2)cc1	-2	13	-1	-4	-0.3	2	-1	-15	14	-5
13	CCOc1ccccc1NC(=O)N1CCCC1C(=O)NCc1cccs1 (stereo not drawn)	7	-7	7	13	0.4	2	-2	-3	7	-8
14	O=C(Nc1ccc(Cl)c(Cl)c1)N1CCCCCC1	14	-137	7	29	2.8	-5	4	-11	20	-140
15	CCOCCCNC(=O)CCc1ccc(S(=O)(=O)Nc2ccc(C)cc2)cc1	6	15	0	17	-0.5	3	-2	-3	-10	22
16	N=C1C(c2nc3ccccc3s2)=C(O)CN1C1CCC(O)CC1 (stereo not drawn)	1	-28	1	-2	0.2	-7	-1	.	6	-3
17	CCOc1ccc(NC(=S)N2CCn3c(nc4ccccc43)C2)cc1	-1	-27	4	-6	-0.2	3	1	6	22	-13
18	O=C(O)c1cc(Cl)c(Cl)cc1C(=O)NCc1ccco1	7	-8	0	32	1.4	-7	2	-10	.	-2
19	COC(=O)Oc1ccc(/C=N/NC(=O)CN(c2ccccc2Cl)S(C)(=O)=O)cc1OC	-16	2	2	-4	-0.6	21	1	2	9	15
20	CCN(CC)S(=O)(=O)c1ccc(N/N=C(\C)c2ccc(OC)cc2O)nc1	-4	20	-3	17	9.6*	-1	3	.	-10	78*
21	O=C(N/N=C/c1cc(Cl)ccc1O)C(=O)Nc1ccccc1OC(F)(F)C(F)F	.	-6	2	.	.	.	-5	-6	.	.
22	Cc1nnc(SCC(=O)Nc2sccc2C#N)s1	14	-26	-3	16	0.2	12	0	.	0	-7
23	CC(=O)c1ccc(N2CCN(C(=O)C3CCCN(S(=O)(=O)c4cnc[nH]4)C3)CC2)cc1 (stereo not drawn)	-4	-44	3	7	0.4	-5	-2	4	3	-3
24	COc1ccc(C(=O)/C=C/Nc2cccc(O)c2)cc1	-2	4	4	15	0.5	55*	-2	-1	15	-94
25	Fc1cccc(/C=N/Nc2nncc3ccccc23)c1	24	-37	19	17	0.2	24	29*	-2	14	-13
26	COc1ccc(CNC(=O)C2CCN(S(=O)(=O)c3ccc(Br)s3)CC2)cc1	10	-2	-2	-9	-1.1	1	0	2	.	-3
27	CC(=O)c1ccc(N2CCN(CN3C(=O)CC4(CCCC4)C3=O)CC2)c(F)c1	2	-11	-5	6	-0.9	0	0	2	6	-4
28	CCOC(=O)N1CCC(N2CC34C=CC(O3)C(C(=O)O)C4C2=O)CC1 (stereo not drawn)	-5	-1	-7	0	-0.2	6	0	5	24	18
29	CSc1nc(SCCN(C)C)c2c3c(sc2n1)COC(C)(C)C3	-6	-11	-7	0	0.5	5	-1	-3	1	30
30	Cc1ccc(-n2c(SCC(N)=O)nc3c([nH]c4ccccc43)c2=O)cc1	1	-3	1	5	-0.1	-9	-5	-1	6	12
31	Cc1c(C(=O)N2CCN(c3ccc(F)cc3)CC2)oc2c1C(=O)CCC2	-5	-2	16	8	0.2	7	-1	-10	16	2
32	CCn1cc([N+](=O)[O-])c(C(=O)Nc2c(C)nn(Cc3cccc(F)c3)c2C)n1	-1	-4	1	-20	0.2	-2	-1	2	-1	18
33	COc1ccc(OC)c(N(C(=O)c2ccco2)C(C(=O)NC2CCCC2)c2ccc(N3CCOCC3)cc2)c1 (stereo not drawn)	-6	-10	2	-7	0.1	8	0	-1	20	5
34	COc1cccc(NC(=O)CNC(=O)c2ccc(C)cc2)c1	4	-8	0	1	0.1	-5	-3	-16	41	0
35	COc1ccc(S(=O)(=O)Nc2cc3c(cc2C(C)=O)OCO3)cc1	-6	-23	-8	-14	0.1	-4	-3	10	1	32
36	Cc1ccc(C(=O)CN(C(=O)c2ccc(Cl)cc2)N2C(=O)CCC2=O)cc1	-2	-10	5	-13	-0.1	-3	2	1	19	-11
37	CCC(=O)Nc1ccc(NCc2ccc(-c3ccccc3)cc2)cc1	-2	-12	-2	-7	0.0	-8	-2	?	13	-2
38	O=C(COc1ncnc2sccc12)N1CCN(S(=O)(=O)c2ccc(Cl)cc2)CC1	-4	-54	-8	10	0.2	-3	-1	7	17	9
39	Cc1c(Cl)cccc1Nc1nc(NCCO)c2ccccc2n1	0	-22	-1	13	1.7	0	-6	6	0	-20
40	CCC(=O)NC(c1cccs1)c1cc(Cl)c2cccnc2c1O (stereo not drawn)	?	7	14	-58	31*	-2	4	-3	30	86*
41	CC1CN(C(=O)COC(=O)c2cccs2)CC(C)O1 (stereo not drawn)	-1	-16	0	-11	-0.2	18	8	-5	18	12
42	CCOC(=O)N1CCC(NC(=O)CS(=O)Cc2nc(-c3ccccc3C)oc2C)CC1 (stereo not drawn)	2	-6	3	12	4.3	10	0	-2	10	44
43	O=C(Cc1cccs1)NCC1CCCO1 (stereo not drawn)	-30	-12	0	-31	-2.3	8	5	-1	-4	5
44	CCOC(=O)c1c[nH]n(-c2ccccc2)c1=O	0	-28	4	15	-5.0	1	-1	-6	23	8
45	Cc1cc(C)cc(CSCC(=O)NN=C2CCCCCC2)c1	1	-24	-5	-22	-0.8	-31	0	-1	6	14
46	O=C(Cc1cn2ccsc2n1)NCc1ccccc1	-2	-17	-1	-1	0.0	-1	1	-1	12	7
47	CC(=O)NC(CC(=O)Nc1nc(-c2ccccc2)c(C(C)=O)s1)c1ccccc1 (stereo not drawn)	2	0	-3	-1	-0.1	14	-1	2	15	-16
48	COc1ccc(S(=O)(=O)N2CCN(C)CC2)cc1Br	-2	-5	-6	5	-0.6	2	-1	1	7	-16
49	C=C(C)CN1C(=O)C2(OCCO2)c2cc(Br)ccc21	-9	.	.	22	-0.3	-10	.	1	14	-14
50	NC(=O)N1CCCC1C(=O)Nc1ccc(Cl)c(Cl)c1 (stereo not drawn)	-7	-23	-2	9	0.7	-1	2	8	14	1
51	COc1cc(/C=N/n2c(-c3n[nH]c4c3CCC4)n[nH]c2=S)ccc1O	-1	3	-2	-13	-0.2	1	-4	17	29	11
52	COc1ccc(N2C(=O)C(C)(C)C2c2c(O)ccc3ccccc23)cc1 (stereo not drawn)	-73*	9	-7	-79	-0.7	2	17*	5	28	5
53	Cc1ccc(NC(=O)C2CCCN(S(=O)(=O)c3cccnc3)C2)c(C)c1 (stereo not drawn)	-3	-21	-5	1	0.1	9	-4	-7	.	10
54	COP(=O)(CC(=O)c1ccccc1)CC(=O)c1ccccc1	5	-8	-3	4	0.4	7	1	3	8	10
55	CCOC(=O)N1CCC(NC(=O)c2ccc3c(c2)N(Cc2ccc(F)cc2)CCS3)CC1	-1	2	3	-1	-0.2	2	3	-25	3	26
56	CC12CCCCN1CCCc1c2[nH]c2ccccc12 (stereo not drawn)	-11	-40	1	-22	.	-9	-2	1	14	-22

Next part.
no.	SMILES	HSF1 inhib	KLF5 inh	IEC-6 cytotox	HSF-1 act	HIF activator	Platelet DG rel	HSP90 refold inh	HDAC3 inhib	AI-2 QS mod	aSyn 5UTR inh
57	CC(=O)Nc1ccc(C(=S)NCc2ccco2)cc1	0	12	0	-3	-0.1	1	-2	-2	18	11
58	COc1ccccc1NC(=O)c1[nH]c(C)c(C(C)=O)c1C	-3	-22	4	-9	0.4	-2	0	.	20	2
59	CCOCCCNC(=O)C(NC(=O)c1ccccc1O)c1ccc(C)cc1 (stereo not drawn)	-4	-33	1	-6	-0.1	0	-2	-12	21	1
60	COc1ccc(COc2cc(-c3cccc(OC)c3)nc3ccc(NC(=O)c4ccc(C)cc4)cc23)cc1	-29	24	8	-25	1.5	-1	0	-7	16	2
61	S=c1[nH]nc(-c2ccco2)n1/N=C/c1ccc(Cl)cc1	-4	-7	3	6	-0.1	-2	6	-1	33	10
